# Kir21 inh: Kir2.1 (mouse) channel inhibition. P35561. HEK293-Kir2.1, FluxOR thallium flux fluorescence; active compounds read low. B-score at 10 µM. actives 0.85% (n = 310,000);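 active means fluorescence ratio B-score at or below minus 3 SD of library scores, with starting-brightness B-score within 2 SD, cut at about -4.2 in these data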;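 further: channel flux triggered by added potassium and thallium sulfate stimulus; B-score of peak minus minimum fluorescence over baseline after thallium stimulus; more negative B-score means stronger Kir2.1 block with less thallium influx; some compounds called inactive have numbers as strong as hits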
# Target sequence (P35561 whole entry, looked up): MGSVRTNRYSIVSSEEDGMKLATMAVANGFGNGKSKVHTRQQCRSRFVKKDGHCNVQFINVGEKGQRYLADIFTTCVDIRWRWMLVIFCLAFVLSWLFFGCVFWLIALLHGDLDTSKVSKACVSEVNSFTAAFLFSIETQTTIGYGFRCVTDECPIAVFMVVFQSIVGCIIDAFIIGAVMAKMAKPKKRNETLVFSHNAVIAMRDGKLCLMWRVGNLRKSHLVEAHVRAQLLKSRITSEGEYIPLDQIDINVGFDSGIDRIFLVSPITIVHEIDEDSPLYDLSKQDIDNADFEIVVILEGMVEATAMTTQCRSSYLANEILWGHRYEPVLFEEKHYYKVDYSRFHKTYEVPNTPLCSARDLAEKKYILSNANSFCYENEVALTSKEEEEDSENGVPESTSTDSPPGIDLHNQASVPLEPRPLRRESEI
# STK33 inh: inhibitors of human STK33 kinase; Q9BYT3; purified STK33, MBP phosphorylation, ADP-Glo luminescence; inhibition, % at 10 µM; actives 0.073% (n = 320,000);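 active means inhibition at or above 25%, using the most active replicate where run in duplicate; inactive means inhibition below 25%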
# Target sequence (Q9BYT3 whole entry, looked up): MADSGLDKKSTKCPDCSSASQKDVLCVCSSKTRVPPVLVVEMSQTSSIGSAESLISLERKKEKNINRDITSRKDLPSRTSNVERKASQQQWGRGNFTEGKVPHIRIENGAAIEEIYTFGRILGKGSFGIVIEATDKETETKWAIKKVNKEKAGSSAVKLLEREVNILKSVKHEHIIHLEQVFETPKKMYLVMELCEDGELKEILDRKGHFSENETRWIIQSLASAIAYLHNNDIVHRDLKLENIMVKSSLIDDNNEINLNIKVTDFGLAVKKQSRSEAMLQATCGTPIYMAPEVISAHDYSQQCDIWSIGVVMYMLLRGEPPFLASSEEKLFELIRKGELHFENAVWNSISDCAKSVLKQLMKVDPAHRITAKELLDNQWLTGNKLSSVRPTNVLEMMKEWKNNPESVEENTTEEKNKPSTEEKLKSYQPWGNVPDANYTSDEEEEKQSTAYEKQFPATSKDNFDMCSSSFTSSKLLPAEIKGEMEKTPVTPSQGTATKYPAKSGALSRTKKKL
# KCNQ2 block: KCNQ2 potassium channel inhibitors, primary screen, cell-based, CHO-K1, FluxOR thallium flux, B-score (AID 2156); 20 min; active compounds read low; actives 1.1% (n = 310,000); B-score at 10 µM; O88943;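 active means fluorescence ratio B-score at most minus 3 library SDs, with starting brightness B-score within 2 library SDs, cut at about -5.5 in these data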
# Numbers without * were called inactive; i = inactive; / = no result given.
STK33 inh | Kir21 inh | KCNQ2 block | smiles
-0.4 | 2.6 | i | Cc1cccc(OCC(=O)Nc2nnn(C)n2)c1C
-1.3 | 2.64 | i | CC(=O)NC(Cc1ccc(F)cc1)C(=O)O (stereo not given)
-0.9 | 0.85 | i | O=C(NNC(=O)c1ccc[nH]1)Nc1cc(Cl)cc(Cl)c1
-3.1 | -0.1 | i | Cc1cc(C)n(CC(O)COc2ccccc2[N+](=O)[O-])n1 (stereo not given)
0.0 | -2.2 | i | COc1ccc(Cn2nnc3c(=O)[nH]c(C4CCCN(C(=O)c5ccccc5)C4)nc32)cc1 (stereo not given)
-0.7 | -0.09 | i | COc1ccccc1C(=O)OCC(=O)NCCNC(=O)COC(=O)c1ccccc1OC
10.5 | -0.22 | i | CNC(=O)c1ccccc1NC(=O)c1cccc(S(=O)(=O)N2CCCCC2)c1
-0.5 | -1.09 | i | C=CCn1c(SCC#N)nc2sc(CC)cc2c1=O
-1.2 | 0.02 | i | Cc1ccc(-n2[nH]c(=O)c(-c3ccccn3)c2C)cc1
-1.2 | -1 | i | Cc1csc(SCc2nnc(-c3ccc(Cl)cc3)o2)n1
-1.1 | 1.01 | i | O=C(NC(c1ccccc1)c1ccccc1)C1CCCC1
/ | 1.46 | i | Cc1onc(-c2ccccc2Cl)c1C(=O)N1CCC(C(N)=O)CC1
-0.9 | -0.24 | i | O=C1CCN(C(=S)NCCc2ccccc2)CC1
-1.0 | 3.66 | i | Cc1ccc(C(=O)Nc2cccc(C(F)(F)F)c2)cc1NC(=O)c1csc(-c2ccncc2)n1
-0.2 | -0.42 | i | O=C1CNC(=O)c2c(nc3n2CCC3)N1
-0.7 | 0.12 | i | Cc1cc(C(=O)NNC(=O)Nc2cccc(C(F)(F)F)c2)no1
-0.1 | -1.14 | i | COC(=O)CCCC1=CC2=CC(=O)C(C)(OC(=O)c3cnc4ccccc4n3)C(=O)C2=CO1 (stereo not given)
0.5 | 1.04 | i | COc1nccnc1NS(=O)(=O)c1ccc(NC(=S)NC(=O)c2ccccc2F)cc1
0.7 | 1.53 | i | O=C(Nc1cccnc1)c1ccc(Cl)cc1[N+](=O)[O-]
-0.5 | 0.15 | i | COC(=O)c1cc2sccc2n1CC(=O)N1CCCc2ccccc21
/ | 1.78 | i | COc1cc(NC(=S)Nc2ccc(N(C)C(C)=O)cc2)cc(OC)c1
-1.1 | 0.63 | i | Cc1c(/C=C2\SC(=O)N(CC(=O)Nc3ccc4c(c3)OCO4)C2=O)c2ccccc2n1C
-4.8 | 1.42 | i | Cc1ccc(S(=O)(=O)NNC(=S)Nc2cccc(C)c2C)cc1
-1.6 | 0.49 | i | c1coc(-c2nnc(-c3cccs3)o2)c1
-2.6 | -0.18 | i | N/C(=N\OC(=O)c1ccc([N+](=O)[O-])cc1Cl)c1ccccn1
0.0 | -1.99 | i | COCCSc1nc2c(c(=O)[nH]c(=O)n2C)n1CCC(C)C
4.8 | 1.19 | i | c1ccc(Oc2cccc(Oc3ccccc3)n2)cc1
-1.7 | 0.18 | i | CCNc1nc(Oc2ccc(C#N)cc2)cc(C(F)(F)F)n1
0.0 | 0.45 | i | COc1ccc(S(=O)(=O)N2CCC(C(=O)N[C@@H](C)C(=O)NCc3ccncc3)CC2)cc1
0.3 | 0.03 | i | CCN1C(C)=C(C)S/C1=C1\SC(=S)N(N)C1=O
6.2 | -2.08 | i | CC1=C(C)CS(=O)N(c2ccc(S(N)(=O)=O)cc2)C1 (stereo not given)
/ | -1.36 | i | CC(C)(C)c1ccc(COn2ccnc2)cc1
0.2 | 0 | i | Cn1c(=O)c2c(ncn2CC(=O)N/N=C/c2cn[nH]c2-c2ccc(F)cc2)n(C)c1=O
0.3 | -1.74 | -8.32* | C/C(CCC(C)C)=N\Nc1cc(C)c2ccccc2n1
0.0 | 2.4 | i | COC(=O)CSc1nnc(-c2cccnc2)n1-c1cccc(OC)c1
-1.5 | -0.76 | i | Cc1c(Cl)cccc1NC(=O)CSCc1cc(=O)[nH][nH]1
-3.1 | -1.18 | i | COC(=O)c1ccc(OCC2c3cc(OC)c(OC)cc3CCN2C(C)=O)cc1 (stereo not given)
5.3 | -0.41 | i | NC(=O)CSc1nnc(COc2ccc3ccccc3c2)o1
1.0 | 0.81 | i | Cn1cnnc1SCC(=O)n1c2ccccc2c2ccccc21
1.3 | -1.65 | i | CC1(CCc2ccccc2)NC(=O)N(CC(=O)N2CC(=O)Nc3ccccc32)C1=O (stereo not given)
-0.8 | 0.54 | i | Cc1ccc(-n2[nH]c(C)c(C=Nc3ccc(C)cn3)c2=O)cc1
-1.3 | -0.04 | i | CN1CCN(c2ccc(NC(=O)c3ccc(Oc4ccccc4)cc3)cc2)CC1
0.2 | 0.57 | i | Cc1c(CC(C)C)nc(N)c(C#N)c1-c1ccccc1
/ | 0.89 | i | CCN1CCN(c2ccc(NC(=O)c3ccc(Br)o3)cc2)CC1
1.5 | -0.11 | i | COCn1c(C(O)c2ccccc2)cc2ccccc21 (stereo not given)
-1.1 | -0.64 | i | Cn1cccc1C(=O)OCc1ccc(F)cc1
-0.6 | 0.03 | i | COc1cccc2c1C(=O)CC1C2CCC2CC(=O)CCC21C (stereo not given)
-0.3 | -1.45 | i | O=C(NCCOc1ccccc1)c1cccc(S(=O)(=O)NCc2ccccc2)c1
0.2 | -1.14 | i | c1csc(C2Nc3cccc4cccc(c34)N2)c1
-0.5 | -1.42 | i | CCc1nn(CCCC(=O)N2CCC(C)CC2)c(=O)c2cc3occc3n12
1.2 | 0.16 | i | CN(Cc1nc2ccccc2n1C)S(C)(=O)=O
-1.6 | 0.67 | i | O=C(c1ccc(Cl)cc1)C1CCN(C(=O)NC2CCCCC2)CC1
-1.3 | -0.05 | i | CC(C)(C)NC(=O)COC(=O)c1ccc(S(=O)(=O)N2CCCCCC2)cc1
-0.7 | -0.93 | i | CN(C)C(=S)NC(=O)C(c1ccccc1)c1ccccc1
-1.5 | 1.55 | i | COc1ccc([N+](=O)[O-])cc1NC(=O)c1cccnc1
-0.8 | 0.36 | i | CNC(=O)CCn1nc(-c2ccc(C)cc2)c2ccccc2c1=O
-0.6 | 0.24 | i | C/C(=N/NS(=O)(=O)c1ccc(C(C)C)cc1)c1ccncc1
-1.4 | -0.38 | i | Cc1ccccc1NS(=O)(=O)c1ccc(N2CCCC2=O)cc1
-2.9 | -0.01 | i | CCOc1ccc(NC(=O)CC(NCc2ccccn2)C(=O)O)cc1 (stereo not given)
32.5* | 1.09 | i | Cc1ccc(NC(=S)Nc2ccc3cn[nH]c3c2)c(C)c1

# Next records follow:
STK33 inh | Kir21 inh | KCNQ2 block | smiles
2.7 | 0.2 | i | CCC(CC)C(=O)NC12CC3CC(CC(C3)C1)C2
-0.9 | -0.94 | i | CCNC(=S)N(CCc1c(C)[nH]c2ccc(OC)cc12)Cc1cccnc1
/ | -0.03 | i | COc1cccc(CNS(=O)(=O)c2cc3c(cc2C)n(C)c(=O)c(=O)n3C)c1
0.2 | 0.15 | i | Cn1c(CSc2nc3ccccc3s2)nnc1SCC(=O)NCCN1CCOCC1
0.0 | -0.68 | i | O=C1/C(=N\S(=O)(=O)c2cccs2)C([n+]2cccc(Cc3ccccc3)c2)=C([O-])c2ccccc21
-0.1 | -0.16 | i | Cc1ccc2c(c1)CC1(CN2C)C(=O)OC2(CCCCC2)OC1=O
0.1 | 0.04 | i | C=CCNC(=O)Nc1ccc(F)c(Cl)c1
-0.3 | 0.05 | i | CC(=O)c1c(C)[nH]c(C(=O)CSc2nc3ccccc3c(=O)n2CCCO)c1C
-0.4 | 0.29 | i | COc1cc(CCC(=O)OCC(N)=O)cc(OC)c1OC
-1.9 | -0.06 | i | O=C(CN1CCN(c2ccccc2)CC1)Nc1cccc(C(F)(F)F)c1
-0.2 | -1.57 | i | CC1(C)C(=O)N(c2ccccc2F)C(=O)c2ccccc21
-0.3 | 2.54 | i | CN(C)C(CNC(=O)c1ccc([N+](=O)[O-])cc1Cl)c1ccco1 (stereo not given)
1.8 | 1.85 | i | Cc1nc(NC(=O)CSc2ccc(-c3nc4ccccc4[nH]3)cn2)sc1C
-0.5 | 1.86 | i | COc1ccc(N2CCN(C3CCCN(C(=O)c4cccc(C)n4)C3)CC2)cc1 (stereo not given)
-1.8 | 1.44 | i | Oc1csc(Cc2nc(-c3ccc(Br)cc3)cs2)n1
-1.1 | -1.46 | i | CS(=O)(=O)c1ccc2nc(NC(=O)Nc3cccc(Cl)c3)sc2c1
-0.6 | 0.12 | i | COC(=O)C1C(=O)c2c([nH]c(C(=O)OCCOC(C)C)c2C)CC1C (stereo not given)
-0.8 | -1.53 | i | O=C(O)c1cccc(Nc2nc(N3CCOCC3)nc(N3CCOCC3)n2)c1
3.2 | -0.05 | i | COc1ccc2sc3ccccc3c(=O)c2c1OC
1.6 | -3.61 | i | Cc1cccc(C)c1OCCCCc1c(C)n[nH]c1C
3.6 | 0.03 | i | CCc1c(C)nc2c(C#N)c[nH]n2c1=O
-1.4 | -3.33 | i | CCN1CCc2c(sc(NC(=O)c3ccc(S(=O)(=O)N(C)c4ccccc4)cc3)c2C(=O)NC)C1
-4.3 | 1.24 | i | CC(=O)NC1=NN(c2ccccc2)C(=O)C1
-0.8 | 1.31 | i | O=C(O)/C=C\C(=O)Nc1ccc(Oc2ccccc2)cc1
-0.4 | 0.07 | i | Cc1cccc2c(C(=O)O)c3c(nc12)CCCCC3
-1.4 | -0.58 | i | CC1S/C(=N/N=C2CCC(C(C)(C)C)CC2)NC1=O (stereo not given)
1.4 | -0.54 | i | Clc1ccc2c(c1)C1OCCC1C(c1ccco1)N2 (stereo not given)
-0.3 | 0.02 | i | CC(C)CNC(=O)NC(=O)COC(=O)COc1ccc(Cl)cc1Cl
0.3 | 0.75 | i | COc1ccc(OC)c(NC(=O)CCNS(=O)(=O)c2cccs2)c1
-0.6 | 0.21 | i | O=[N+]([O-])c1cccc(CNC2CCCCCC2)c1

# Reprinted at random: six records from the list.
STK33 inh | Kir21 inh | KCNQ2 block | smiles
-0.6 | 0.21 | i | O=[N+]([O-])c1cccc(CNC2CCCCCC2)c1
/ | -0.03 | i | COc1cccc(CNS(=O)(=O)c2cc3c(cc2C)n(C)c(=O)c(=O)n3C)c1
-0.4 | 0.29 | i | COc1cc(CCC(=O)OCC(N)=O)cc(OC)c1OC
0.1 | 0.04 | i | C=CCNC(=O)Nc1ccc(F)c(Cl)c1
-1.9 | -0.06 | i | O=C(CN1CCN(c2ccccc2)CC1)Nc1cccc(C(F)(F)F)c1
-0.3 | 0.02 | i | CC(C)CNC(=O)NC(=O)COC(=O)COc1ccc(Cl)cc1Cl

# As entered above:
# O=C1/C(=N\S(=O)(=O)c2cccs2)C([n+]2cccc(Cc3ccccc3)c2)=C([O-])c2ccccc21 in Kir21 inh is listed with -0.68
# Cc1nc(NC(=O)CSc2ccc(-c3nc4ccccc4[nH]3)cn2)sc1C in STK33 inh is listed with 1.8

# More compounds follow.
STK33 inh | Kir21 inh | KCNQ2 block | smiles
-1.1 | 1.58 | i | CC(C)(C)n1ncc2c(=O)n(Cc3ccc(Cl)cc3)cnc21
-1.0 | 0.45 | i | O=C(NCc1cccs1)C(NS(=O)(=O)c1cccc2nsnc12)c1ccccc1 (stereo not given)
-1.4 | 0.92 | i | CCCCN(C(=O)CSc1nnc(-c2ccccc2)n1C)c1c(N)n(Cc2ccccc2)c(=O)[nH]c1=O
-1.3 | 0.32 | i | CC(C)(CC(=O)O)CC(=O)NNc1ncccc1C#N
0.2 | 0.17 | i | CC1=C(C(=O)Nc2ccccc2)C(c2ccco2)C(C#N)=C(SCC(=O)Nc2cccc(C)c2C)N1 (stereo not given)
0.7 | -1.5 | i | CCn1c(C)nc2cc(NC(=O)Nc3cccc(C(C)=O)c3)ccc21
-0.6 | -0.07 | i | Cc1nnc(NC(=O)CCCOc2ccccc2)s1
-1.7 | -0.09 | i | NS(=O)(=O)c1ccc(NC(=O)/C=C/c2cccc(Cl)c2)cc1
0.8 | -0.89 | i | Cc1ccc(-c2nn3c(C)nnc3s2)cc1NC(=O)c1cccs1
-1.9 | 0.72 | i | COc1ccc(CCNC(=O)C2CCN(C(=O)c3ccc(F)cc3)CC2)cc1OC
0.6 | 0.16 | i | COC(=O)C1=CN(CC2CCCO2)C=C(C(=O)OC)C1c1cc(OC)c(OC)c(OC)c1 (stereo not given)
-0.3 | 0.47 | i | CC(CN1CCOCC1)OC(=O)c1cccc(Br)c1 (stereo not given)
0.3 | -0.95 | -5.58* | Cc1cc(C(=O)CSc2nc3ccccc3[nH]2)c(C)n1CC1CCCO1 (stereo not given)
0.7 | 0.69 | i | OCC1OC(Oc2c[nH]c3ccccc23)C(O)C(O)C1O (stereo not given)
-1.3 | -0.7 | i | O=S(=O)(NCCC1=CCCCC1)c1cccc(Br)c1
/ | 0.87 | i | CCCCc1cc2c(c(NC(=O)CC)n1)c(=O)oc1ccccc12
-1.1 | -0.08 | i | O=C(Nc1ccn(Cc2ccc(Cl)cc2)n1)c1ccccc1
0.4 | 0.41 | i | COc1ccc(C(=O)N=c2sc3c(C)ccc(OC)c3n2C)cc1OC
0.3 | -2.93 | i | Cc1ccc2[nH]c(=O)c(N3CCOCC3)c(-c3ccccc3)c2c1
0.5 | 0.77 | i | O=C(C/C=N/OCc1ccc(Cl)cc1)c1cnc(-c2ccccc2)s1
-1.2 | -0.34 | i | CC(C)(C)OC(=O)N1CCC(C(=O)N[C@@H](Cc2ccccc2)C(=O)O)(c2ccccc2)CC1
-1.2 | 2.1 | i | Cn1nc(C(C)(C)C)c([N+](=O)[O-])c1C(=O)Nc1ccc(Br)cc1
-0.3 | 0.99 | i | CCc1nc2ccccc2n1CC(O)COc1ccc(NC(C)=O)cc1 (stereo not given)
-1.2 | -1.38 | i | Cc1ccc(N(C(=O)CNC(=O)c2ccco2)C(C(=O)NC2CCCC2)c2cccnc2)cc1C (stereo not given)

# Bioassay records (PubChem BioAssay)
